OX1R antag-1: antagonists of human orexin 1 receptor (OX1R); OX1R-expressing cells, FRET antagonist read-out; inhibition, % at 6.6 µM; 330,000 tested, 1.8% active; AID 485270, 2010; in the data active = inhibition mostly above about 38%, no sharp cut-off; inactive = mostly below about 40%;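 note: 0% = agonist challenge alone and 100% = reference antagonist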
OX1R antag-2: OX1R (HCRTR1) antagonists, primary screen, fluorescence, CHO/OX1R cells, Fluo-8 calcium, orexin A; 330,000 tested, 0.43% active; inhibition, % at 5 µM; Fluo-8 calcium fluorescence; AID 434989, 2010;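 active = inhibition above its plate's threshold, mean inhibition of all tested compounds on the plate plus 3 SD, cut at about 37% in these data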;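 note: 0% = orexin A challenge wells and 100% = SB-334867-A antagonist wells; not every result past the cut was called active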
STK33 inh: inhibitors of purified STK33 kinase, primary screen, biochemical, ADP-Glo luminescence, homogeneous, cell-free; Serine/threonine-protein kinase 33 (Homo sapiens), Q9BYT3; MBP phosphorylation; inhibition, % at 10 µM; 320,000 tested, 0.073% active; AID 2661, 2010;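 active = inhibition at or above 25%, using the most active replicate where run in duplicate; inactive = inhibition below 25%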
Target sequence (Q9BYT3 whole entry, looked up): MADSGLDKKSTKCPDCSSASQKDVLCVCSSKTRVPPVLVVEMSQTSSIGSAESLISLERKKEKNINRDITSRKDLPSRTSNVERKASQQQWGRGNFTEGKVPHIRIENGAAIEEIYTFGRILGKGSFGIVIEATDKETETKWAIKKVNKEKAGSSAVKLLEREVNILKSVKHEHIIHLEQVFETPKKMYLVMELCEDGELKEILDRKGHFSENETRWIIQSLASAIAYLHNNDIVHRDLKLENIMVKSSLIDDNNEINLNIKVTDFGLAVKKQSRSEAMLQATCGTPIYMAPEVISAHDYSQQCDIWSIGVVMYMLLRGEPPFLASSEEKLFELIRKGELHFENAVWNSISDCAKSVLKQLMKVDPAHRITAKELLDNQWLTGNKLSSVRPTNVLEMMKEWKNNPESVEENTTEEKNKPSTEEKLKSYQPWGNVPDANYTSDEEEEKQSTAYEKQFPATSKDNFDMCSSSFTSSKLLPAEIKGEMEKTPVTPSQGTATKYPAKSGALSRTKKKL
* marks the source's active call; other numbers are inactive results; / = no result given.

SMILES	OX1R antag-1	OX1R antag-2	STK33 inh
Cc1nn(CC(=O)Nc2ccc(C(=O)N(C)C)cc2)c(=O)c2ccccc12	10.4	-4.8	0.9
Cc1ccc(C)c(S(=O)(=O)N2CCCOC2CNC(=O)C(=O)NCc2ccco2)c1 (configuration not stated)	13.7	-13.1	-0.6
O=C(CN1C(=O)C2CCCCC2C1=O)Nc1nc(-c2ccccn2)cs1 (configuration not stated)	13.9	-24.8	1.5
CCOC(=O)N1CCN(C(=O)c2cn(CC)c3ccc(S(=O)(=O)N4CCCC4)cc3c2=O)CC1	5.8	-3.3	-1.0
CC12CCC(C(=O)NCc3ccc(Cl)cc3)(OC1=O)C2(C)C (configuration not stated)	9.9	-11.2	-2.5
Cc1ccc2oc(=O)c3cnn(CC(=O)N4CCCCCC4)c3c2c1	-1.1	-9.6	-1.5
COc1ccccc1N(CC(O)CN1CCCC1)S(=O)(=O)c1ccccc1 (configuration not stated)	18.1	-17.1	-1.1
COCCN(C(=O)COC(=O)C1(C)CC1(Cl)Cl)c1c(N)n(Cc2ccccc2)c(=O)[nH]c1=O (configuration not stated)	1.3	-4.3	-0.7
CSCCNC(=O)c1cccc(Cl)c1	9.4	-3.1	/
CC(=O)/C(=N/Nc1cccc(Cl)c1)N1CCOCC1	10.0	-8.8	-0.3
CCN(CC)S(=O)(=O)c1ccc(N2CCOCC2)c(NC(=O)CCOc2ccccc2)c1	11.5	-15.6	-3.4
COC(=O)c1ccc(Cn2nnc3ccccc3c2=O)o1	7.0	-5.2	-1.1
Oc1c(Cl)cc(Cl)cc1C=Nc1ccc(N2CCOCC2)cc1	6.8	2.8	-1.8
CSc1nc(C)c2c(n1)N(c1ccc(C(F)(F)F)cc1)CC2	14.6	-25.3	-0.6
CCOc1ccc(C(C)=O)cc1COC(=O)c1ccc2c(c1)NC(=O)CS2	13.3	-10.2	/
Cc1ccc(C(=O)NCCC2=CCCCC2)cc1S(=O)(=O)N1CCCCC1	12.2	-3.4	0.1
CCn1cc(C2=NCCO2)c2ccccc21	10.8	-16.0	1.8
Cc1cc(C)c(S(=O)(=O)N2CCOC2CNC(=O)C(=O)NCc2cccnc2)c(C)c1 (configuration not stated)	1.4	-21.4	-1.5
O=S(=O)(c1cnc[nH]1)N1CCN(c2ccc(F)cc2)CC1	13.6	-20.3	-0.5
CCN(C[C@H]1N[C@@](CC)(C(=O)OC)[C@H]2C(=O)N(C)C(=O)[C@@H]12)S(=O)(=O)c1ccc(F)cc1	-3.9	-20.4	-1.0
COc1ccc(C(CC(=O)c2ccc(C)cc2)Nc2ccc([N+](=O)[O-])cc2)cc1 (configuration not stated)	18.7	-7.5	-0.3
CCn1c(=O)c2sccc2n2c(CCCC(=O)N3CCN(c4ccccn4)CC3)nnc12	2.7	-31.8	-1.3
Cc1cccc(N(NC(=O)C(C)(C)O)C(=O)c2ccccc2)c1	14.4	-12.3	-1.2
O=C(CCN1C(=O)c2ccccc2C1=O)Nc1cc(F)ccc1F	25.1	-14.0	-1.7
O=C(NNC(=O)C1CC1)c1ccc(F)cc1F	8.5	4.0	6.6

(further entries)
SMILES	OX1R antag-1	OX1R antag-2	STK33 inh
Cc1cc(NC(=O)COC(=O)C(C)Oc2ccc(Cl)cc2Cl)no1 (configuration not stated)	20.3	-35.6	-0.7
O=C(CSc1nnc(-c2ccco2)n1CC1CCCO1)N1CCCCC1 (configuration not stated)	4.1	-19.6	-1.6
Cc1c(NC(=O)c2noc3c2CCc2ccccc2-3)c(=O)n(-c2ccccc2)n1C	8.0	-5.3	-0.8
O=C1Nc2ccccc2C12Nc1ccccc1S2 (configuration not stated)	6.2	0.6	-13.2
COc1cc(NC(=O)CN2C(=O)NC(C)(CC(C)C)C2=O)cc(OC)c1 (configuration not stated)	19.1	-15.6	-1.8
CCCCOC(=O)c1cccc(NC(=O)CC)c1	18.2	-17.2	0.7
COc1ccc(/C(N)=N/OC(=O)C2CCC(=O)N2S(=O)(=O)c2ccc(C)cc2)cc1OC (configuration not stated)	13.3	-18.6	-1.9
Cc1cccc(OCCNC(=O)CCNS(=O)(=O)c2ccc3ccccc3c2)c1	7.9	4.1	-1.4
COc1cccc(-c2cc(C(F)(F)F)nc(N3CCN(c4ccccc4)CC3)n2)c1	12.6	-10.7	-0.4
CC(C)Oc1cccc(C(=O)NC(=S)Nc2cccc(NC(=O)c3ccccc3Cl)c2)c1	15.8	-31.4	-1.7
CCOc1ccc(S(=O)(=O)N(CC)CC(=O)NCc2cccnc2)cc1	20.4	-25.3	0.6
COc1ccc([C@H]2C(C(=O)O)=C[C@@H](C(C)(C)C)N2S(=O)(=O)c2ccc(C)cc2)cc1OC	-2.2	2.2	/
CCOC(=O)CSc1nnc(NC(=O)C2CC(=O)N(c3ccc(F)cc3)C2)s1 (configuration not stated)	7.8	-6.3	-0.6
Cc1cccc(C)c1NC(=O)CN(C)C(=O)c1cccc(S(=O)(=O)N2CCN(c3ccccc3)CC2)c1	20.8	-31.7	0.2
CN1CCN(c2ccccc2NC(=O)c2ccc(N3CCOCC3)c([N+](=O)[O-])c2)CC1	14.8	-15.0	2.2
O=C(Oc1coc(CSc2ncccn2)cc1=O)c1cccs1	10.5	-6.2	-1.4
CCOC(=O)Cc1c(C)nc2c(-c3ccc(Cl)cc3)c(C)[nH]n2c1=O	-0.2	-4.1	-0.3
Cc1cc2c3c(c1C)C1(C(=O)N3C(C)(C)CC2C)C(C#N)=C(N)OC2=C1C(=O)CC(C)(C)C2 (configuration not stated)	10.6	-23.6	-1.2
Cc1ccc(OC(=O)c2cccnc2)cc1	8.5	-8.1	-1.1
CN1CCN(S(=O)(=O)c2cccc(C(=O)N(Cc3nnc(-c4ccc(Cl)cc4)o3)C3CC3)c2)CC1	12.4	-30.0	0.1
CCCn1c(SCC(=O)Nc2cccc(C)n2)nc2c1c(=O)n(C)c(=O)n2C	12.5	-17.5	-0.9
CCOc1ccc(NC(=O)CN(C2CCCCC2)S(C)(=O)=O)cc1	6.6	-14.5	0.8
COc1ccc(N(CC(=O)NCc2ccco2)S(=O)(=O)c2ccccc2)cc1	21.3	-8.5	0.0

A portion of the results above:
SMILES	OX1R antag-1	OX1R antag-2	STK33 inh
Cc1cccc(OCCNC(=O)CCNS(=O)(=O)c2ccc3ccccc3c2)c1	7.9	4.1	-1.4
COc1cccc(-c2cc(C(F)(F)F)nc(N3CCN(c4ccccc4)CC3)n2)c1	12.6	-10.7	-0.4
CC(C)Oc1cccc(C(=O)NC(=S)Nc2cccc(NC(=O)c3ccccc3Cl)c2)c1	15.8	-31.4	-1.7
CCOc1ccc(S(=O)(=O)N(CC)CC(=O)NCc2cccnc2)cc1	20.4	-25.3	0.6
COc1ccc([C@H]2C(C(=O)O)=C[C@@H](C(C)(C)C)N2S(=O)(=O)c2ccc(C)cc2)cc1OC	-2.2	2.2	/
CCOC(=O)CSc1nnc(NC(=O)C2CC(=O)N(c3ccc(F)cc3)C2)s1 (configuration not stated)	7.8	-6.3	-0.6
Cc1cccc(C)c1NC(=O)CN(C)C(=O)c1cccc(S(=O)(=O)N2CCN(c3ccccc3)CC2)c1	20.8	-31.7	0.2
CN1CCN(c2ccccc2NC(=O)c2ccc(N3CCOCC3)c([N+](=O)[O-])c2)CC1	14.8	-15.0	2.2
O=C(Oc1coc(CSc2ncccn2)cc1=O)c1cccs1	10.5	-6.2	-1.4
CCOC(=O)Cc1c(C)nc2c(-c3ccc(Cl)cc3)c(C)[nH]n2c1=O	-0.2	-4.1	-0.3
Cc1cc2c3c(c1C)C1(C(=O)N3C(C)(C)CC2C)C(C#N)=C(N)OC2=C1C(=O)CC(C)(C)C2 (configuration not stated)	10.6	-23.6	-1.2
Cc1ccc(OC(=O)c2cccnc2)cc1	8.5	-8.1	-1.1
CN1CCN(S(=O)(=O)c2cccc(C(=O)N(Cc3nnc(-c4ccc(Cl)cc4)o3)C3CC3)c2)CC1	12.4	-30.0	0.1
CCCn1c(SCC(=O)Nc2cccc(C)n2)nc2c1c(=O)n(C)c(=O)n2C	12.5	-17.5	-0.9
CCOc1ccc(NC(=O)CN(C2CCCCC2)S(C)(=O)=O)cc1	6.6	-14.5	0.8
COc1ccc(N(CC(=O)NCc2ccco2)S(=O)(=O)c2ccccc2)cc1	21.3	-8.5	0.0

Some of these compounds in order of the OX1R antag-1 value, low to high:
SMILES	OX1R antag-1	OX1R antag-2	STK33 inh
O=S(=O)(c1cnc[nH]1)N1CCN(c2ccc(F)cc2)CC1	13.6	-20.3	-0.5
Cc1cccc(N(NC(=O)C(C)(C)O)C(=O)c2ccccc2)c1	14.4	-12.3	-1.2
COc1cc(NC(=O)CN2C(=O)NC(C)(CC(C)C)C2=O)cc(OC)c1 (configuration not stated)	19.1	-15.6	-1.8

Bioassay records: PubChem BioAssay, several laboratories
